# GALR2 blocker: GALR2 antagonists in receptor-expressing cells, primary screen. AID 828, 2007. inhibition, % at 4 µM. antagonist mode. 140,000 compounds, 0.39% hits. Galanin receptor type 2 (Homo sapiens), O43603; in the data active = inhibition above about 27%;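 note: cells stimulated with galanin 1-16 at roughly its EC80; 0% = agonist challenge control and 100% = basal control without agonist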
# Target sequence (O43603 whole entry, looked up): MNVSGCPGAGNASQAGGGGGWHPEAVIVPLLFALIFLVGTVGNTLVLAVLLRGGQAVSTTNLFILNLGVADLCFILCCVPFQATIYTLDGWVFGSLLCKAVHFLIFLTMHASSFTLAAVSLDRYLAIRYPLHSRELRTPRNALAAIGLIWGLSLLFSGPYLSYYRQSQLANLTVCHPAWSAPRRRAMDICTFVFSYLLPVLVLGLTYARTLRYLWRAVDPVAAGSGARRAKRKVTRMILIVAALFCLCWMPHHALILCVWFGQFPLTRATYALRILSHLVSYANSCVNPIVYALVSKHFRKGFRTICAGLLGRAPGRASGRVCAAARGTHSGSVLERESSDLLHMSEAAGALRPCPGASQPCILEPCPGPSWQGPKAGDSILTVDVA
# MRP1 act: H69AR viability gain despite doxorubicin, primary screen, MRP-1 activator project, H69AR cells, CellTiter-Glo. viability rescue. viability increase, % at 10 µM. 140,000 compounds, 0.61% hits. AID 799, 2007;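 active = viability gain under doxorubicin at or above a set limit, the compound median plus 3 SD, cut at about 4.7% in these data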;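 note: MRP-1 overexpressing cells given doxorubicin 25 µM after compound pretreatment; 18-22 h compound pretreatment then 72 h with doxorubicin before readout; 0% = doxorubicin-only wells and 100% = vehicle-treated cells without doxorubicin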
# HCT116 bCat-KO: primary screen for growth suppressors in beta-catenin knockout HCT116 cells (colon tumor, human); HCT116 beta-catenin knockout viability, CellTiter-Glo, 60 h; stronger effect = lower value; viability, % at 10 µM; 140,000 compounds, 1.5% hits; AID 818, 2007;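 active = viability at or under a set limit, the compound median less 4 SD, cut at about 6% in these data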;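 note: 0% = Hyamine 1622 control at 20 µM and 100% = untreated cell control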
# NPY Y2 blocker: NPY-Y2 receptor antagonists, primary screen, cell-based; NPY-Y2 expressing cells, antagonist mode; AID 793, 2007; Neuropeptide Y receptor type 2 (Homo sapiens), P49146; 140,000 compounds, 0.99% hits; inhibition, % at 2.7 µM; in the data active = inhibition above about 17%;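 note: 0% = vehicle with agonist challenge and 100% = reference antagonist with challenge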
# Target sequence (P49146 whole entry, looked up): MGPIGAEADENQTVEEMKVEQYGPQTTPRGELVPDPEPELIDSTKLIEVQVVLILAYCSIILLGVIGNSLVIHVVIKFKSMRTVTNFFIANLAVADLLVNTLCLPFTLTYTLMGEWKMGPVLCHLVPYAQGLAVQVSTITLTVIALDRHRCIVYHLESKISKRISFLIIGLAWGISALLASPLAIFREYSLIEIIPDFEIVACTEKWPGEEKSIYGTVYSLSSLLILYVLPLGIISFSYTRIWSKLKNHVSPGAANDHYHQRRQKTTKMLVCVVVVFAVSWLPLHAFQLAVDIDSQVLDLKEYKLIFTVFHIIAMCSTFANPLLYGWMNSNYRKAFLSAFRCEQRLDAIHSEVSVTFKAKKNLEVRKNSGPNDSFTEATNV
# Phagocytosis inh: inhibitors of macrophage phagocytosis, primary screen, imaging, J774A.1 cells, IgG beads; 110,000 compounds, 0.07% hits; AID 1029, 2008; J774A.1 macrophage IgG-bead phagocytosis; inhibition, % at 5 µM;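 active = inhibition above the mean of the plate negative controls plus 5 SD, cut at about 13% in these data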;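 note: phagocytic index as fraction of beads internalized from green versus red external bead signal; plate controls were DMSO negative control for no effect and cytochalasin-D positive control for full effect; some results beyond the cut were filed as inactive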
# E-sel TNF inh: E-selectin induction blockers in HUVEC – imaging, immunofluorescence, high content, primary screen. HUVEC TNFa-induced E-selectin immunofluorescence. inhibition, % at 2 µM. 120,000 compounds, 0.71% hits. AID 1246, 2008;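 active = inhibition above the batch mean plus 3 SD, and confirmed as a hit on visual image review, cut at about 43% in these data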;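 note: 0% = TNF-stimulated DMSO wells and 100% = unstimulated control wells; not every result past the cut was called active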
# Yeast life ext: compounds extending yeast replicative lifespan, primary screen, S. cerevisiae, OD615. S. cerevisiae growth with nicotinamide; deaD strain in restrictive glucose medium. inhibition of the nicotinamide effect, % at 10 µM. 130,000 compounds, 0.68% hits. AID 775, 2007;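 active = inhibition above a set limit, placed 3 SD over the median of all compounds, cut at about 26% in these data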;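 note: 0% = nicotinamide-treated wells and 100% = cells grown without nicotinamide; some compounds called inactive have numbers as strong as hits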
#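 assay system = DeaD-strain S. cerevisiae | measured by = absorbance at 615 nm | probe or stimulus = nicotinamide 1.5 mM | buffer or medium = CSMM-D glucose medium, restrictive | times = 48 h at 30 °C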
# PTEN del growth: growth suppression of PTEN-null HCT116, primary screen, cell-based, CellTiter-Glo. HCT116 PTEN-null viability, 60 h; stronger effect = lower value. viability, % at 10 µM. 140,000 compounds, 1.2% hits;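 active = viability at or below a set limit, 4 SD under the median of all tested compounds, cut at about 3.7% in these data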;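 note: PTEN knockout HCT116 line with beta catenin targeted HCT116 as companion control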
# Measles CPE: compounds protecting cells from measles virus cytopathic effect, primary screen, measles RdRp inhibitor project, single point, MLSMR library, absorbance; AID 841, 2007; 140,000 compounds, 1.5% hits; protection (pct of control), % at 4 µM; Measles virus-infected cells, CPE protection; in the data active = protection mostly above about 24%, no sharp cut-off; inactive = mostly below about 26%; note: some compounds called inactive have numbers as strong as hits
# BB579 growth dn: growth inhibitors of yeast BB579 in restrictive medium, primary screen, yeast lifespan-shortening project, S. cerevisiae; OD615, 48 h; 140,000 compounds, 0.51% hits; inhibition, % at 10 µM;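 active = inhibition above a set limit, 3 SD over the mean compound inhibition, cut at about 44% in these data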; note: inactives centre near -24
#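 Material: Saccharomyces cerevisiae DeaD strain BB579, replicative lifespan model yeast; buffer or medium: CSMM-D restrictive synthetic medium containing dextrose (glucose); compound: 10 µM single dose, DMSO 0.25%; timing: 48 h compound exposure at 30 °C after 4 h preincubation; signal: turbidity as optical density at 615 nm; benchmarks: positive control amphotericin B 10 µg/mL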
# Numbers without * were called inactive; x = no result given.
SMILES,GALR2 blocker,MRP1 act,HCT116 bCat-KO,NPY Y2 blocker,Phagocytosis inh,E-sel TNF inh,Yeast life ext,PTEN del growth,Measles CPE,BB579 growth dn
Cc1nc2nc(SCC(=O)C(C)(C)C)[nH]c2cc1Br,5,0.3,89,2,-1,-3,-15,78,30,-3
COc1ccc(S(=O)(=O)Nc2cc(C(=O)NC3CCCCCC3)ccc2N2CCOCC2)cc1,8,-1.3,100,3,-2,x,-2,97,6,-27
Cc1ccc(NC(=O)NNC(=O)Cn2nc(-c3ccccc3)c(-c3ccccc3)c(C#N)c2=O)cc1,-6,-0.5,18,1,x,-40,-7,x,18,-15
CCc1cc(C(=O)NNC(=S)NCc2ccccc2)cs1,6,-1.6,96,14,1,-5,-13,92,x,-61
CCN1CCn2c1nc(N1CCCCC1)nc2=O,4,-0.7,108,5,-2,-16,-7,100,6,-7
CCOC(=O)c1nnn(CC(=O)Nc2cccc(F)c2)c1C(=O)OCC,12,1.1,108,1,0,-3,-3,110,20,-71
N#C/C(=C(/O)COC(=O)CSc1ccc(Cl)cc1)c1nc2ccccc2[nH]1,8,4.0,9,5,-4,x,0,5,x,-31
N#CCSc1nc2c(sc(=S)n2Cc2ccco2)c(=O)n1-c1ccc(F)cc1,0,-4.3,23,20*,x,-1,-3,22,5,-40
N/C(=N\OC(=O)CCC1CCCCC1)c1ccc([N+](=O)[O-])cc1,1,-2.9,91,6,-3,15,-9,86,13,-24
O=C(COc1ccc(Cl)cc1Cl)NCCCCc1ccccc1,10,0.3,99,13,x,-62,-12,98,4,-75
CCCCCC(=O)Nc1nc2ccccc2[nH]1,6,-3.6,51,0,x,-29,x,46,21,-8
OC1(c2cn(Cc3ccccc3)nn2)CCCCC1,2,-1.2,85,-2,0,56,-13,98,14,-30
CCC(C)(C(=O)NC1CCCCC1)N(CC1CCCO1)C(=O)CNC(=O)c1ccccc1 (stereo unspecified),-6,0.0,99,1,-1,-15,4,110,23,-41
O=C(Nc1cnn(Cc2ccc(Cl)cc2Cl)c1)c1noc2c1CCCC2,6,-3.5,94,1,x,-21,-3,86,4,-26
CSc1ccccc1C(=O)Nc1cccc(N(C)S(C)(=O)=O)c1,6,-1.4,87,-1,6,20,-3,79,16,-17
Cn1c(-c2ccc(F)cc2)cnc1NCc1cc2c(cc1[N+](=O)[O-])OCO2,19,1.0,85,6,-8,2,5,82,7,-25
COc1cccc(NC(=S)NCCC(c2ccccc2)c2ccccc2)c1,4,-2.1,70,8,0,-39,-14,76,36,24
CCOc1ccc(Br)cc1CC(=O)O,8,-1.4,89,2,x,-6,-2,94,11,-6
COc1ccc(CC(=O)Nc2cc(C)on2)cc1OC,1,-0.8,100,-1,x,20,-2,109,4,-65
O=C(/C=C/c1ccco1)NC(=S)Nc1ccc(N2CCOCC2)c(Cl)c1,-17,-5.0,36,2,x,4,-4,36,7,-75
CCOC(=O)c1c(C)nc2ccccc2c1-c1ccccc1,-5,-2.2,96,10,-2,-1,0,107,3,-3
CCNc1nc(N)nc(-c2cc(Cl)ccc2O)n1,4,-1.6,5.2*,-3,-3,18,-6,7,10,9
COc1cc(/C=C/C(=O)c2ccc(Cl)s2)cc(OC)c1O,18,-2.3,4.5*,2,x,-5,-11,4,10,-31
CN1CCCC1=Nc1c2c(nc3ccccc13)N(C)CC2,-4,-0.4,93,2,-4,7,3,99,4,-41
CCc1c(C)c(C#N)c2nc3ccccc3n2c1NCCN(C)C,-14,-1.8,89,3,2,3,-14,102,8,-122
COc1ccccc1CN1CCN(C(CC(C)C)c2nnnn2Cc2cccs2)CC1 (stereo unspecified),x,-0.9,57,x,2,x,-12,64,2,-50
COCCNC(=O)c1nn(-c2cc(OC)cc(OC)c2)c(=O)c2ccccc12,1,-1.7,92,1,-4,-12,-1,97,29,-5
CC(C)(C)Cc1nc2ccccc2n1CCc1ccccc1,8,0.7,82,13,0,12,2,93,6,-25
CCCCCCCCC(=O)Nc1cc(C)ccc1OC,12,-2.0,98,5,x,6,x,89,7,-37
Clc1ccc(Cn2c(-c3cccnc3Cl)nc3ccccc32)c(Cl)c1,-7,-3.5,68,5,x,-12,-16,66,4,-21

# The closing two compounds of the section above come first, to join the parts:
SMILES,GALR2 blocker,MRP1 act,HCT116 bCat-KO,NPY Y2 blocker,Phagocytosis inh,E-sel TNF inh,Yeast life ext,PTEN del growth,Measles CPE,BB579 growth dn
CCCCCCCCC(=O)Nc1cc(C)ccc1OC,12,-2.0,98,5,x,6,x,89,7,-37
Clc1ccc(Cn2c(-c3cccnc3Cl)nc3ccccc32)c(Cl)c1,-7,-3.5,68,5,x,-12,-16,66,4,-21
COc1ccc(C(=O)NNC(=S)NC(=O)c2ccccc2[N+](=O)[O-])cc1,6,0.1,42,0,-3,x,3,40,9,-32
CC1CCCCC1NC(=O)C(=O)NCC1CCCO1 (stereo unspecified),0,2.4,97,3,x,14,x,92,3,6
CCOC(=O)c1cc(-c2ccccc2)sc1NC(=O)C(C)Sc1nnc(C)s1 (stereo unspecified),-1,9.2*,82,1,-4,x,5,68,6,-6
CC(C)NC(=O)CN1C(=O)NC(CCc2ccccc2)C1=O (stereo unspecified),-7,1.1,89,-1,0,0,-8,99,17,-41
O=C(NCCCn1ccnc1)c1cccnc1,15,-2.5,97,1,x,-10,8,90,17,24
CCC(=O)N1c2ccccc2NC2=C(C(=O)CCC2)C1c1ccc(N(C)C)cc1 (stereo unspecified),-3,-2.9,90,-2,-5,x,2,92,12,-1
CCOCCOc1nc2c(c(=O)n(C)c(=O)n2C)n1CCc1ccccc1,6,-3.9,80,2,x,8,x,70,10,-12
CCCCSc1nnc2c(n1)OC(C(=O)c1ccccc1)Nc1ccccc1-2 (stereo unspecified),-9,1.0,87,3,0,x,-3,76,24,-25
c1ccc(CN2CCN(c3nc4ccccc4c4ccccc34)CC2)cc1,-14,-2.1,93,8,1,9,-8,86,3,-10
CCCCn1c(=O)c(C(=O)c2ccccc2)nc2ccccc21,-4,-3.1,105,-1,2,-20,-8,98,4,-23
CC(C)C(OC(=O)c1nsc(Cl)c1Cl)C(=O)NCc1ccc2c(c1)OCO2 (stereo unspecified),9,-0.4,105,5,x,-26,-6,109,9,-81
Cc1ccc(S(=O)(=O)NC2CCCc3ccccc32)cc1C (stereo unspecified),-5,-3.4,89,5,-1,1,-4,89,13,-57
CCOc1ccc(Nc2cc(=O)n(C)c(=O)n2C)cc1,-9,0.1,102,5,1,x,18,101,25,-28
COc1ccc(-c2cc(=O)[nH]c(NCc3ccccc3)n2)cc1,-6,1.0,40,1,0,23,-7,39,21,-19
CCCCn1ccc(=O)c2c(C(F)(F)F)nccc21,-6,-2.4,96,3,4,16,3,96,21,-26
CC(=O)N(c1ccccc1C)C1CCCC1,18,0.1,100,2,x,x,3,104,4,-24
COc1ccc(NC(=O)C2CCCN2C(=O)Nc2ccccc2)cc1OC (stereo unspecified),-7,-1.4,89,-2,x,-4,x,107,9,-9
Cc1cccc(NC(=O)CSc2nnc(NC(=O)c3ccc(S(=O)(=O)N4CCOCC4)cc3)s2)c1C,-8,-2.1,87,1,0,-29,1,92,6,-19
O=C(Oc1ccc2c(=O)c(Oc3ccc4ccccc4c3)coc2c1)c1ccco1,-17,-3.2,106,3,x,0,-6,99,14,-23
Cc1nn(-c2ccccc2)c(-n2cccc2)c1C(=O)O,9,-0.2,96,4,-4,24,1,98,8,1
CC(C)(C)c1ccc(C(=O)NCCC(=O)N2CCN(c3ncccn3)CC2)cc1,-10,-1.2,88,4,0,18,-4,93,8,-26
Cc1ccc(C)c(-n2[nH]c3c4c(ccc3c2=O)C(=O)c2ccccc2C4=O)c1,-6,-3.1,41,0,-2,x,2,42,29,-24
Cn1c(O)c(N=NC(=O)Cn2c(C(F)(F)F)nc3ccccc32)c2ccccc21,-12,-2.7,61,2,-5,x,6,43,6,-38
Cc1cccc(NC(=O)CSc2nnc(-c3ccccc3C)o2)c1,9,-2.2,82,9,x,10,1,72,14,-11
COC(=O)[C@@]1(Cc2ccc(OC)cc2)[C@H]2c3cc(C(=O)N4CCCC4)n(CCSCCO)c3C[C@H]2CN1C(=O)c1ccccc1,8,-3.2,79,0,x,10,4,77,4,-27
Cn1c(=O)c2c(ncn2CCCNC2=CC(C)(C)CC(=O)C2)n(C)c1=O,3,-0.8,90,3,2,17,-10,79,17*,-52
O=C(COc1ccc(Cl)cc1Cl)Nn1c(=S)[nH]c2ncccc2c1=O,-10,0.9,94,10,-2,x,16,87,10,-23
O=C(CC1Nc2cccc3cccc(c23)NC1=O)Nc1ccccc1 (stereo unspecified),5,0.2,97,0,-4,x,1,100,10,-14
Clc1ccc(-c2nc3ccccn3c2CN2CCOCC2)cc1,10,-1.5,77,7,1,-24,-14,75,0,-23
CSC(=NNC(=O)c1ccc(O)cc1)SC,3,-0.2,93,1,2,21,-15,90,9,-7
COc1ccc(N2CCN(C(=N)/C(C(C)=O)=C(\C)O)CC2)cc1,2,2.0,86,0,x,-5,-1,94,13,-9
CCN1C(=O)C(C)S/C1=N\S(=O)(=O)c1ccc(Cl)s1 (stereo unspecified),13,-3.0,83,3,0,-12,-18,84,5,-12
CC(C)NC(=O)C1(c2ccccc2)CCOCC1,-3,-0.9,99,1,x,5,-8,92,7,-28
C#CCn1cc(C=C2C(=O)c3ccccc3C2=O)c2ccccc21,-10,-3.3,79,1,-9,1,-9,77,18,-19
CCCCn1c(-c2csc3c2CCCC3)n[nH]c1=S,-14,-2.6,103,6,0,-11,16,91,9,-25
Cc1sc(NC(=O)CN2CCOCC2)c(C(=O)c2ccccc2)c1C,0,-4.8,102,3,x,x,-8,86,7,-19
CCOC(=O)C1CCCN(C2CC(=O)N(c3ccc(C)c(C)c3)C2=O)C1 (stereo unspecified),2,-2.0,101,-4,2,-1,2,106,6,2
N#CC1(P(=O)(c2ccccc2)c2ccccc2)CC1,-3,-0.8,97,0,0,x,-3,104,9,-35
Cc1ccnc(-n2sc3ccccc3c2=O)n1,5,-5.7,80,7,-2,-4,-6,86,4,-6
CCOC(=O)C1=C(C)NC(=O)NC1c1ccc(OC(C)C(=O)O)c(OC)c1 (stereo unspecified),10,-0.3,96,2,1,18,-3,99,4,-6
CC1CCCN(S(=O)(=O)Cc2ccc(Cl)cc2)C1 (stereo unspecified),17,1.9,97,1,1,14,-5,x,2,-18
